DAX1 inh-1: inhibitors of DAX1 repression of SF-1 activated StAR promoter. HEK293T StAR-luciferase reporter, SF-1/DAX-1 repression relief. inhibition, % at 6.8 µM. 370,000 compounds, 1.1% hits. AID 652010;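 active = inhibition above the mean over all tested compounds plus 3 SD, cut at about 3.6% in these data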;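 note: 0% = DAX-1 cells with DMSO and 100% = cells lacking DAX-1 with DMSO; higher inhibition means more luminescence from relief of DAX-1 repression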
PG9 Ab binder: binds the HIV-1 gp120 antibody PG9; TR-FRET gp120-PG9 antibody binding; inhibition, % at 6.7 µM; 360,000 compounds, 0.43% hits; AID 624416; in the data active = inhibition above about 8.5%
hgDAF12 agonist: agonists of H. glycines DAF-12 nuclear receptor; activation, % at 6.8 µM; HEK293 GAL4-hgDAF12 UAS-luciferase reporter, agonist luminescence; normalized to butyrate control; AID 687014; 370,000 compounds, 1.8% hits;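 active = activation above a cutoff set at the mean of all screened compounds plus 3 SD, cut at about 10% in these data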;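 note: 0% = DMSO wells and 100% = sodium butyrate wells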
ADAM10 inh: inhibitors of human ADAM10; O14672; recombinant ADAM10, EDANS/DABCYL FRET peptide cleavage, 3 h; inhibition, % at 7 µM; 370,000 compounds, 0.62% hits; AID 720582;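 active = inhibition above a per-campaign cutoff equal to the mean of compounds falling between control-based bounds plus 3 SD, cut at about 20% in these data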;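 note: 0% = DMSO wells while the 100% control is not disclosed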
Target sequence (O14672 214-748 limits assumed): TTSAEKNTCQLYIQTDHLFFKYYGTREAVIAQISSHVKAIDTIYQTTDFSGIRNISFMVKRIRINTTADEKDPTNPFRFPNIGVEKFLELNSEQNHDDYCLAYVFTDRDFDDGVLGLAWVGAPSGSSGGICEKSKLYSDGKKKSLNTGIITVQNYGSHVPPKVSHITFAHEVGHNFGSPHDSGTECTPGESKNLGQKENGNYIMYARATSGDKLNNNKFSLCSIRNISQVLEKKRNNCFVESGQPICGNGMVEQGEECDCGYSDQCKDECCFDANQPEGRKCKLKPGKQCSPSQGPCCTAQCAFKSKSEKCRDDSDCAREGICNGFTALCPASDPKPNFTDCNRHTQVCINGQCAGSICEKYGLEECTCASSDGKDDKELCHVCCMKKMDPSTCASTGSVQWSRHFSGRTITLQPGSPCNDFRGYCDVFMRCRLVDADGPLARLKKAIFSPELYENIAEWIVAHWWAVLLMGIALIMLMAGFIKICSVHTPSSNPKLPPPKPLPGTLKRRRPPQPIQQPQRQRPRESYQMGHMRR
ssDAF-12 act: activates DAF-12 receptor from parasite S. stercoralis | HEK293 ssDAF-12/GRIP1 lit1-tk-luc reporter, luminescence; % of 3 µM dafachronic acid response | activation, % at 6.8 µM | 370,000 compounds, 1% hits | AID 652126;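 active = activation above the mean over all tested compounds plus 3 SD, cut at about 0.9% in these data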;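 note: 0% = DMSO-only wells and 100% = 3 µM delta7-dafachronic acid wells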
DAX1 inh-2: inhibits human nuclear receptor DAX1; P51843; HEK293 Gal4-DAX1 luciferase reporter, luminescence; inhibition, % at 6.75 µM; AID 504766; 340,000 compounds, 0.99% hits;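 active = inhibition above the mean over all tested compounds plus 3 SD, cut at about 4.2% in these data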;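 note: 0% = DAX1-transfected cells with DMSO and 100% = empty-vector control cells with DMSO; inhibition shows as a rise in luminescence from relieved DAX1 repression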
Target sequence (P51843 207-470 limits assumed): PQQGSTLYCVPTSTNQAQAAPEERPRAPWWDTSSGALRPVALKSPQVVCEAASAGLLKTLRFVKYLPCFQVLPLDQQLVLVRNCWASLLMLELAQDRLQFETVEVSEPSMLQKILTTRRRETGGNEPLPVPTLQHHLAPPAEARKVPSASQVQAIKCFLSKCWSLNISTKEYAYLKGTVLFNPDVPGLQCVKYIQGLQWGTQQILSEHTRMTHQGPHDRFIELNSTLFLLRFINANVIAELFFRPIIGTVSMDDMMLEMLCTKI
SMARCA2 activ: increases SMARCA2 function in MMTV reporter cells; MG213 cells, MMTV-luciferase reporter, dexamethasone, overnight; activation, % at 9.1 µM; 370,000 compounds, 1% hits; in the data active = activation above about 7.8%;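 note: 0% = vehicle wells and 100% = reference activator wells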
ADAM17 inh: inhibitors of human ADAM17 | AID 720648 | 370,000 compounds, 0.83% hits | inhibition, % at 6.95 µM | recombinant ADAM17, EDANS/DABCYL FRET peptide cleavage;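 active = inhibition above the mean of compounds lying between control limits plus 3 SD, set per campaign, cut at about 8.5% in these data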;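 note: 0% = DMSO-only wells as the low control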
hcDAF-12 act: H. contortus DAF-12 activation, primary screen; 370,000 compounds, 1.4% hits; activation, % at 6.8 µM; AID 652067; HEK293 hcDAF-12 lit1-tk-luc reporter, luminescence; 0% DMSO, 100% Δ7-dafachronic acid;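 active = activation above the mean of all tested compounds plus 3 SD, cut at about 5.5% in these data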;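 note: 100% = response to 3 µM Δ7-dafachronic acid high control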
NPR1 activator: GC-A (human) enzyme activation; HEK293 GC-A cells, cGMP TR-FRET, EC30 ANP; 0% at EC30 ANP, 100% saturating ANP; P16066; 370,000 compounds, 0.14% hits; activation, % at 10 µM; in the data active = activation above about 40%
GAA850 FXN act: increases GAA850 frataxin promoter reporter activity; HEK293 lucGAA850 FXN promoter luciferase reporter, 24 h; percent of 10 µM SAHA response; 360,000 compounds, 0.56% hits; activation, % at 6 µM;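 active = activation above the average of all compounds screened plus 3 SD, cutoff fixed separately per campaign, cut at about 7.5% in these data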;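 note: 0% = DMSO wells and 100% = 10 µM SAHA wells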
* hit, by the source's call; x = not tested or not shown. Compounds as they come. About 6.8% of those tested had a hit in this group.

SMILES | DAX1 inh-1 | PG9 Ab binder | hgDAF12 agonist | ADAM10 inh | ssDAF-12 act | DAX1 inh-2 | SMARCA2 activ | ADAM17 inh | hcDAF-12 act | NPR1 activator | GAA850 FXN act
CN1CCN(CC(O)COCc2ccc3c(c2)OCO3)CC1 (stereo not given) | 0.7 | -1.1 | -0.8 | 5 | -0.2 | -0.3 | -1 | -1 | 3.3 | -2 | 1.9
CCC/C(=C1/c2ccccc2C(=O)N1c1ccccc1)c1ccc2c(c1)OCO2 | -0.5 | -0.7 | 1.0 | -15 | -0.1 | 0.6 | 0 | -7 | 1.3 | -4 | 0.9
Cc1cc(/C=N/Nc2ncnc(N)c2[N+](=O)[O-])c(C)n1-c1ccccc1 | -2.0 | -2.6 | -9.6 | -2 | -2.4 | -7.7 | -8 | -2 | -2.8 | -5 | -11
COc1ccc(NC(=O)N2CCc3ccccc3C2)c(OC)c1 | 2.6 | 1.3 | 7.1 | -1 | -0.1 | 0.9 | 3 | -3 | 2.1 | 1 | 5.1
COc1ccc(C(=O)OCC(=O)Nc2ccc(OC(F)F)cc2)c(OC)c1 | -1.4 | 0.6 | -0.7 | 2 | -1.6 | -0.8 | -1 | 2 | 0.2 | 1 | -3.4
Cc1ccc(-c2csc(=S)n2CC(=O)OCC(=O)NC(C)C(C)C)cc1 (stereo not given) | -1.0 | -0.4 | -1.8 | -1 | -1.5 | -0.3 | 0 | 1 | -3.2 | -1 | -0.2
O=C(CN(c1cccc(C(F)(F)F)c1)S(=O)(=O)c1ccccc1)N1CCOCC1 | 0.1 | 1.4 | -2.1 | -5 | -1.1 | -0.4 | -8 | -7 | -1.5 | -1 | 0.5
CCOC(=O)c1sc2nc(SC)nc(-c3ccc(Cl)cc3)c2c1N | -0.1 | -2.6 | -0.2 | -2 | -0.3 | -0.3 | 2 | -4 | 1.9 | 25 | -0.6
COc1cc(NC(=O)Nc2nnc([C@@H]3C[C@H](O)[C@@H](CO)O3)s2)cc(OC)c1OC | -0.5 | -1.1 | 2.4 | -5 | -1.9 | x | -2 | -4 | 0.0 | 2 | 0.6
O=C(Cn1nnc(-c2ccccc2Cl)n1)N1CCN(S(=O)(=O)c2ccc(Cl)cc2)CC1 | 0.0 | -3.0 | 0.3 | 10 | -1.3 | -1.4 | -1 | 3 | -0.1 | 1 | -0.7
O=C(CN1CCCCCC1)Nc1ccc(Br)cc1Br | 0.4 | -0.9 | 0.4 | 8 | -0.6 | 3.6 | -2 | 0 | 3.3 | 0 | 2.9
O=C(NC(=O)c1ccccc1)NC(=O)c1ccccc1 | -0.3 | 1.7 | -0.5 | 3 | -1.3 | -0.2 | 0 | -4 | -1.8 | -1 | -2.0
c1ccc(CCNc2ccc3nncn3n2)cc1 | -0.3 | 0.2 | 2.5 | -9 | -0.9 | 0.1 | -2 | -2 | 2.9 | 4 | 0.8
COc1ccc(C2(C)ON(c3ccccc3C(F)(F)F)C2=O)cc1 (stereo not given) | -0.6 | -0.1 | 4.7 | 5 | -0.8 | -0.2 | -1 | -6 | -0.9 | -2 | -1.4
Cc1ccc(S(=O)(=O)N2C[C@@H]3[C@H]4CC[C@H](C4)[C@@H]3[C@@H](C)[C@@H]2c2cccn2Cc2ccccc2)cc1 | 0.1 | -2.7 | 1.9 | -11 | -0.9 | -1.2 | -1 | -1 | 0.1 | -1 | 1.9

Given as comma-separated lines: entries from further up
structure,DAX1 inh-1,PG9 Ab binder,hgDAF12 agonist,ADAM10 inh,ssDAF-12 act,DAX1 inh-2,SMARCA2 activ,ADAM17 inh,hcDAF-12 act,NPR1 activator,GAA850 FXN act
O=C(Cn1nnc(-c2ccccc2Cl)n1)N1CCN(S(=O)(=O)c2ccc(Cl)cc2)CC1,0.0,-3.0,0.3,10,-1.3,-1.4,-1,3,-0.1,1,-0.7
O=C(CN1CCCCCC1)Nc1ccc(Br)cc1Br,0.4,-0.9,0.4,8,-0.6,3.6,-2,0,3.3,0,2.9
O=C(NC(=O)c1ccccc1)NC(=O)c1ccccc1,-0.3,1.7,-0.5,3,-1.3,-0.2,0,-4,-1.8,-1,-2.0
c1ccc(CCNc2ccc3nncn3n2)cc1,-0.3,0.2,2.5,-9,-0.9,0.1,-2,-2,2.9,4,0.8
COc1ccc(C2(C)ON(c3ccccc3C(F)(F)F)C2=O)cc1 (stereo not given),-0.6,-0.1,4.7,5,-0.8,-0.2,-1,-6,-0.9,-2,-1.4

(listing goes on)
SMILES | DAX1 inh-1 | PG9 Ab binder | hgDAF12 agonist | ADAM10 inh | ssDAF-12 act | DAX1 inh-2 | SMARCA2 activ | ADAM17 inh | hcDAF-12 act | NPR1 activator | GAA850 FXN act
C#CCN(C[C@@H]1[C@@H](OC(=O)NCc2ccco2)[C@@H](OC(=O)NCc2ccco2)Cn2c(=O)ccc(=O)n21)S(=O)(=O)c1ccc(C)cc1 | -2.8 | 0.3 | -7.7 | -8 | -1.5 | -1.5 | -7 | -4 | -2.2 | -1 | 2.1
Cc1ccccc1Cn1ccc(NC(=O)c2cnn3c(C(F)(F)F)cc(-c4ccco4)nc23)n1 | -0.2 | -1.1 | 2.6 | 6 | -0.9 | -0.8 | -3 | -2 | -1.0 | 6 | -1.4
COc1nc(-c2ccccc2)ccc1-c1noc(-c2ccccc2)n1 | 0.5 | 0.9 | 2.1 | 1 | -0.8 | 0.5 | 3 | -4 | 1.2 | -7 | 3.8
CCN(CC)S(=O)(=O)c1ccc(N(C)C)c(NC(=O)CSCc2c(C)noc2C)c1 | 0.5 | 2.5 | -3.7 | 3 | -1.4 | -0.1 | -2 | 1 | -2.3 | -1 | 4.1
COC(=O)Cc1ccc(NC(=S)NCc2ccccc2)cc1 | 0.3 | -1.0 | 0.9 | -4 | -1.4 | -0.8 | -2 | 2 | -3.1 | 5 | 3.2
CCC1=C(OC(=O)N(CC)CC)N2C(=O)OC(=NCC3CC3)[C@]2(Cc2ccccc2)[C@H]2C1=CC[C@H]1C(=O)N(c3ccccc3)C(=O)[C@H]12 | -0.1 | 1.0 | -3.5 | 17 | -1.1 | 1.6 | -1 | 6 | -0.2 | -4 | -3.8
CCOC(=O)c1sc(N)c(C#N)c1COC(=O)CNC(=O)c1ccccc1 | -0.1 | -1.5 | -1.4 | 0 | -1.0 | 1.3 | 1 | -3 | -0.4 | -3 | -1.6
Cc1cc(C)cc(NC(=O)NCC(O)COc2ccc([N+](=O)[O-])cc2)c1 (stereo not given) | -0.6 | -1.5 | -2.9 | 4 | -1.0 | -0.7 | -4 | 3 | -1.2 | -4 | 0.1
CCOC(=O)N/N=C(/C)c1ccc([N+](=O)[O-])o1 | -1.0 | -1.1 | 0.2 | 4 | -1.1 | -0.2 | -3 | -1 | 1.7 | -4 | 2.6
Cc1nc(SCC(=O)NC(=O)NC2CCCCC2)nc(C)c1C | -0.7 | 2.4 | -1.3 | -7 | -0.9 | -1.8 | -4 | -1 | 1.6 | -2 | 0.1
CC(=O)NC(c1ccc(Cl)cc1)c1c(O)ccc2ccc(O)cc12 (stereo not given) | 0.2 | -0.1 | -1.6 | -6 | -1.3 | -1.0 | -1 | -1 | -1.4 | -4 | -0.9
O=C(Cn1cc(C(F)(F)F)cc(Cl)c1=O)NCc1ccccc1 | 1.5 | 0.4 | 5.0 | -6 | -1.0 | 1.9 | 0 | -3 | 2.0 | -2 | 4.3
O=C(NCC1CC1)c1cccc2c1C(=O)c1ccc(-c3ccc(OC(F)(F)F)cc3)cc1S2(=O)=O | -0.5 | -0.1 | 0.4 | -1 | -0.8 | 0.0 | 1 | -5 | -0.7 | 2 | 1.8
Cc1cc(C)c2sc(NC(=O)c3ccc(N4C(=O)CCC4=O)cc3)nc2c1 | -0.3 | -2.2 | 1.1 | -5 | -1.4 | -2.0 | 3 | -3 | -2.2 | -4 | -1.4
C=CCn1c(SCC(=O)Nc2ccc3c(c2)OCO3)nc2ccccc2c1=O | 2.5 | -1.5 | 0.3 | 2 | -1.4 | 0.4 | 2 | -1 | -0.1 | 8 | 0.0
C(=C\c1ccncc1)/c1ccncc1 | 0.1 | -0.8 | 2.5 | -3 | -1.7 | 3.9 | -2 | -3 | -1.5 | -4 | -0.4
CCOC(=O)C1=C(C)N(CC(C)C)C(=O)/C1=C\c1ccc(OCC(=O)Nc2ccccc2)cc1 | -1.0 | -1.8 | 3.0 | 1 | -1.1 | -0.5 | 1 | 1 | -1.0 | -11 | -0.2
CC(=O)N1[C@H](Cc2ccccc2)C=C[C@]1(C)C(=O)NCCN1CCOCC1 | -0.4 | 1.6 | 0.3 | 0 | -1.0 | 1.8 | 3 | 2 | 2.9 | 3 | 0.4
O=[N+]([O-])c1ccc(CN2[C@H](COCc3ccccc3)C=CS2(=O)=O)cc1 | -0.8 | -1.7 | 0.8 | -11 | -0.9 | x | -4 | -3 | -1.5 | -3 | x
CC(=O)c1cccc(NC(=O)c2cc(-c3cccs3)on2)c1 | 0.2 | 24* | 0.9 | 3 | -0.4 | 2.8 | 0 | -1 | 0.1 | 4 | 0.5
Cn1c(SCC(=O)OC2CCCCC2)nnc1-c1ccco1 | -0.4 | 0.1 | -0.2 | -1 | -1.2 | -0.1 | -1 | 0 | -0.5 | -4 | 3.5
CC1CN(C(=S)Nc2ccc(Br)cc2Cl)CC(C)O1 (stereo not given) | 0.6 | -0.9 | -1.5 | -8 | -0.7 | 0.8 | -1 | -1 | 0.5 | 5 | 0.9
CN1CCCCc2c1nc1c(c2N)CCCC1 | 0.0 | 1.0 | -0.2 | -17 | -0.5 | -0.1 | -3 | -8 | 0.3 | 1 | 3.3
Cc1sc2ncnc(N)c2c1C | 0.3 | -1.6 | -1.8 | 2 | -1.5 | 0.7 | 6 | -2 | -0.1 | 2 | 4.8
CC1=C2CCCC[C@@]23C2C(=O)N(C)C(=O)[C@@H]2ON3OC1 (stereo not given in full) | -0.8 | -0.8 | -2.0 | -4 | -0.8 | x | -1 | 0 | -2.0 | 2 | x
CCN(CC)S(=O)(=O)c1ccc(OC)c(NS(=O)(=O)Cc2ccccc2)c1 | -0.9 | -1.0 | -1.4 | -3 | 0.2 | 0.5 | 0 | -3 | 0.1 | -1 | 2.6
CCOc1ccc(NC(=O)CN2CCN(CC(=O)Nc3cc(OC)cc(OC)c3)CC2)cc1 | 0.0 | -1.1 | 4.0 | 15 | -1.1 | -0.5 | -1 | 2 | -0.7 | -1 | 0.1
CCOc1ccccc1NC(=O)C1CCCN(C(=O)NCc2ccccc2)C1 (stereo not given) | 0.7 | -0.9 | 2.6 | -2 | -1.7 | 0.4 | 0 | 0 | 0.6 | -2 | 1.7
CC1CCN(c2nc3c(c(=O)[nH]c(=O)n3C)n2CCCc2ccccc2)CC1 | 0.2 | -1.5 | 2.1 | -11 | -0.7 | 1.1 | -2 | -4 | -1.2 | -4 | 1.1
COc1ccc(OS(=O)(=O)Cc2ccccc2)cc1 | 0.4 | -0.8 | 4.0 | -4 | -1.5 | 0.6 | 1 | -3 | -1.9 | 1 | 0.5
